MOR-DOR inv ag = inverse agonist of human OPRM1-OPRD1 heterodimerization; cell-based MOR-DOR heterodimer luminescence, inverse agonism; AID 504357; 340,000 tested, 0.21% active; inhibition, % at 9.3 µM; P35372+P41143; in the data active = inhibition above about 22%, passing the limit was not always enough;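 also: 0% = cells with DMSO and 100% = wells without cells with DMSO; values of inactives mirror those of a sister screen read the other way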
PKA-R2B act = activators of human PKA-R2B complex | P22694+P31323 | PKA-R2B holoenzyme dissociation, Cy5-IP20 fluorescence polarization; R2B truncated from residue 108, S112A mutant; 0% DMSO only, 100% 113 µM cGMP | activation, % at 11.4 µM | 340,000 tested, 0.079% active;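 active = activation above a cutoff set at the mean over all compounds plus 3 SD, cut at about 18% in these data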;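 also: higher means more holoenzyme dissociation and a rise in polarization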
HTR5A ag ctr = activates human HTR5A in OPRM1-OPRD1 agonist counter-screen; P47898; HTR5A agonist assay, luminescence, cell-based; activation, % at 9.3 µM; 340,000 tested, 0.61% active; in the data active = activation mostly above about 9.5%, no sharp cut-off; inactive = mostly below about 7.6%;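 also: 0% = cells with vehicle only and 100% = reference agonist; strong numbers were not always called active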
Target sequence (P47898 whole entry, looked up): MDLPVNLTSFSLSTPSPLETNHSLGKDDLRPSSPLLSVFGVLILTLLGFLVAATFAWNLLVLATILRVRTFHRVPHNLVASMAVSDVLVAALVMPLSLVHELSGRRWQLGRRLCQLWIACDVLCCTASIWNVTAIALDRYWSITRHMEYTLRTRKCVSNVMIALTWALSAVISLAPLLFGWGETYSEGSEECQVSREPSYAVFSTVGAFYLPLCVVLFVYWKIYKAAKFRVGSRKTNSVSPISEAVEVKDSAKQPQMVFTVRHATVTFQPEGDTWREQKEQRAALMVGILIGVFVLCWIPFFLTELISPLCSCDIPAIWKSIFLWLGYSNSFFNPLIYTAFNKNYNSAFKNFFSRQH
Arr AP2 block = inhibitors of human beta-arrestin and AP2 interaction. FITC-arrestin peptide / GST-AP2 beads, flow cytometry; AP2 beta2 appendage carries R879A mutation. inhibition, % at 10 µM. 340,000 tested, 0.31% active. AID 504490;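 active = inhibition above a set limit, near 3 SD of compounds lacking own fluorescence, cut at about 54% in these data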;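 also: plate controls were DMSO wells for no effect and 5 µM unlabelled arrestin peptide for full effect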
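Assay system: GST-AP2 R879A bound to glutathione beads, E. coli-expressed; Medium: PBS with 0.05% Tween 20 and 0.1% BSA; Also added: fluorescein-tagged arrestin peptide at 50 nM final; Timing: 12 min plus 1 h, RT; Measured by: flow cytometry, FL1 (488/535 nm); Evaluation: percent drop in bead-associated FITC signal.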
HTR5A inv ctr = counter-screen for OPRM1-OPRD1 inverse agonists: human HTR5A inverse agonism; P47898; HTR5A cell line, luminescence; inhibition, % at 9.3 µM; 340,000 tested, 0.083% active; AID 504634; in the data active = inhibition mostly above about 23%, no sharp cut-off; inactive = mostly below about 18%;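 also: 0% = cells with DMSO and 100% = no-cell wells with DMSO; some compounds called inactive have numbers as strong as hits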
DSG3 Ab inh = inhibitors of pemphigus antibody binding to human desmoglein-3. P32926. DSG3-coupled beads, scFv-anti-DSG3-GFP binding, flow cytometry; hits give low values. binding (percent of control), % at 10 µM. 310,000 tested, 0.48% active. AID 588358;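 active = binding more than 3 SD below its plate's average and above zero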;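 also: hits lower antibody fragment binding to DSG3; some compounds called inactive have numbers as strong as hits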
DAGLB inhibitor = blocks human DAGLB lipase activity; Q8NCG7; HEK293T DAGLB membrane lysate, EnzChek fluorogenic substrate; inhibition, % at 5.17 µM; 340,000 tested, 0.059% active; in the data active = inhibition above about 34%;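 also: 0% = enzyme with vehicle and 100% = wells lacking enzyme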
Target sequence (Q8NCG7 whole entry, looked up): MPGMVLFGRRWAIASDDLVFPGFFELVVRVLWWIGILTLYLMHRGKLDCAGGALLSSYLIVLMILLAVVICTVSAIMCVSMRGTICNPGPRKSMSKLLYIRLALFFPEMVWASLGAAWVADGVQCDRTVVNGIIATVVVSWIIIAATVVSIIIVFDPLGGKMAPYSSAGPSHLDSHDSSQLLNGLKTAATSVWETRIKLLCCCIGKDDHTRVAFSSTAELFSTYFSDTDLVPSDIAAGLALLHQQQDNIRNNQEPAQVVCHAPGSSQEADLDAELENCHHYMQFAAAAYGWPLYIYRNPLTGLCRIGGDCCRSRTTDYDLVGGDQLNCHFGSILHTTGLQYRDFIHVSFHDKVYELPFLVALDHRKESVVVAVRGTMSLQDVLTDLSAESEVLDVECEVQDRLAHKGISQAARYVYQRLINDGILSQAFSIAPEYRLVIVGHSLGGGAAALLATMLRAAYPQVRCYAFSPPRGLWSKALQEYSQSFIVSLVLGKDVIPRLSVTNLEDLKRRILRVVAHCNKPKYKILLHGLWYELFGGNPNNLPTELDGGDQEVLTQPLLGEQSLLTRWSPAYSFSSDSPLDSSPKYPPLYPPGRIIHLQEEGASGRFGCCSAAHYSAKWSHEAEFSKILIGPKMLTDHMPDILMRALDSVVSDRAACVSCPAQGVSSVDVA
OPRM1-OPRD1 ag = agonists of human mu-delta opioid receptor heterodimerization | P35372+P41143 | AID 504326 | activation, % at 9.3 µM | 340,000 tested, 0.3% active | cells, OPRM1-OPRD1 heterodimerization, luminescence; in the data active = activation above about 18%;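 also: 0% = vehicle-treated cells and 100% = reference agonist; values of inactives mirror those of a sister screen read the other way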
V-ATPase pHluor = alters yeast V-ATPase proton transport. S. cerevisiae, pHLuorin cytosolic pH fluorescence. 350,000 tested, 0.37% active. response, % at 10 µM; in the data active = response mostly above about 7.3%, no sharp cut-off; inactive = mostly below about 5.4%; also: actives read high; inactives centre near 0; some compounds called inactive have numbers as strong as hits; reference of the scale not given here
PKA-R1A activ = activates the PKA-R1A holoenzyme complex. P00514+P68181. PKA-R1A dissociation, Cy5-IP20 fluorescence polarization; scaled: DMSO 0%, 113 µM cGMP 100%. activation, % at 11.4 µM. 340,000 tested, 0.083% active. AID 504707;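 active = percent activation above the mean of all tested compounds plus 3 SD, cut at about 19% in these data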;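 also: higher means more PKAc released from R1A so a rise in polarization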
Numbers without * were called inactive; x = not tested or not shown.

SMILES	MOR-DOR inv ag	PKA-R2B act	HTR5A ag ctr	Arr AP2 block	HTR5A inv ctr	DSG3 Ab inh	DAGLB inhibitor	OPRM1-OPRD1 ag	V-ATPase pHluor	PKA-R1A activ
CCc1cc2c(=O)c(-c3nc4ccccc4n3C)c(C)oc2cc1OC(C)=O	14	-1	-1	5	-11	109	1	-2.5	-1	3
O=C(COC(=O)c1ccc(Br)o1)NCC(=O)Nc1ccc(F)cc1	13	-11	6	-9	-5	x	-6	-3.5	-1	-6
CCOc1ccc(Cn2nnc(-c3ccc(S(C)(=O)=O)cc3)n2)cc1OCC	19	-3	2	18	-4	102	-1	-4.4	1	-11
CCOc1ccc(N=C2SCCCN2C(=O)c2c(CC)noc2C)cc1	17	-6	0	-2	8	108	-4	-5.1	1	0
C[C@@H]1CN([C@@H](C)CO)S(=O)(=O)c2ccc(Br)cc2O[C@@H]1CN(C)C(=O)NC1CCCCC1	x	13	x	x	x	x	0	x	0	-26
O=C(CCO)c1ccc(O)cc1	9	3	1	31	-12	100	-1	-1.8	-1	1
COc1ccc(C2C(C(=O)N3CCN(c4ccccc4)CC3)c3ccccc3C(=O)N2C)cc1OC (configuration not stated)	6	2	3	10	-1	x	-2	-0.9	3	-4
CCC(=O)c1c(NC(C)C)cc(C)oc1=O	6	-2	2	15	-5	100	-3	-1.3	-2	-19
CC(=O)c1ccc(N/C=C/C(=O)c2ccc(Br)cc2)cc1	-1	-2	0	-8	2	111	0	0.2	0	13
Cc1cc(C)n2nc(C(=O)N3CCN(c4ccc([N+](=O)[O-])cc4)CC3)nc2n1	-7	0	-1	32	3	114	-2	1.5	-3	4
CCn1c(SCC(=O)c2ccc(O)c(O)c2)nnc1-c1ccccc1OC	9	-12	-3	-4	9	103	4	-2.0	-3	-9
CC(C)Oc1ccc(C(=O)Nc2ccc(N(C)C)cc2)cc1	2	4	-2	17	2	122	2	-0.3	3	-16
O=C(C[n+]1cccc2ccccc21)c1ccc(Cl)cc1	6	-8	1	2	-2	208	1	-1.1	3	-10
Cc1c(C(=O)OCc2nc3ccsc3c(=O)[nH]2)oc2ccccc12	16	-2	-7	-4	17	88	1	-3.6	1	-2
O=c1c2cnn(-c3ccccc3)c2ncn1Cc1ccccc1F	0	7	1	2	-3	88	-3	-0.1	2	-3
COc1ccccc1OC(C)C(=O)Nc1ccccc1C(=O)NCc1cccnc1 (configuration not stated)	2	-3	6	6	-25	x	-6	-0.4	1	6
CC(=O)c1ccc2cccc3c2c1N=CN3C	-32	-1	9	27	18	110	-1	5.5	2	-11
CCCC(C)NC(=O)COc1ccc(S(=O)(=O)N2CCCC2)cc1 (configuration not stated)	4	-12	4	0	7	94	-4	-0.9	2	-1
O=C(CCn1ccc2ccccc21)Nc1ccc(N2CCOCC2)cc1	3	-3	0	-3	7	x	1	-0.6	-1	6
O=c1c2c(nc3c(-c4ccccc4)c[nH]n13)CCC2	14	-11	0	-42	1	102	2	-2.5	5	-8
COC(=O)c1ccc(N2CCc3ccccc32)c([N+](=O)[O-])c1	-4	1	-2	5	6	96	23	0.9	-1	-15
COC(=O)c1nc(N)sc1-c1ccc(Cl)cc1	-5	1	-6	-6	22	84	1	1.1	-3	7
O=C(CC1C(=O)NCCN1CC1CCCCC1)NC1(c2ccccc2)CC1 (configuration not stated)	8	1	-2	-11	5	76	-1	-1.6	2	-24
COc1ccccc1CNc1n[nH]c(NCc2ccccc2OC)n1	-11	4	-3	-7	6	108	3	2.6	-8	4
Cc1ccc(-c2nc(NCC3CCCO3)sc2C)cc1 (configuration not stated)	4	6	5	2	9	97	-2	-0.8	8	-4

Given bar-delimited: entries from further up.
Molecule | MOR-DOR inv ag | PKA-R2B act | HTR5A ag ctr | Arr AP2 block | HTR5A inv ctr | DSG3 Ab inh | DAGLB inhibitor | OPRM1-OPRD1 ag | V-ATPase pHluor | PKA-R1A activ
CCC(=O)c1c(NC(C)C)cc(C)oc1=O | 6 | -2 | 2 | 15 | -5 | 100 | -3 | -1.3 | -2 | -19
COC(=O)c1nc(N)sc1-c1ccc(Cl)cc1 | -5 | 1 | -6 | -6 | 22 | 84 | 1 | 1.1 | -3 | 7
CC(=O)c1ccc(N/C=C/C(=O)c2ccc(Br)cc2)cc1 | -1 | -2 | 0 | -8 | 2 | 111 | 0 | 0.2 | 0 | 13
COC(=O)c1ccc(N2CCc3ccccc32)c([N+](=O)[O-])c1 | -4 | 1 | -2 | 5 | 6 | 96 | 23 | 0.9 | -1 | -15
O=C(C[n+]1cccc2ccccc21)c1ccc(Cl)cc1 | 6 | -8 | 1 | 2 | -2 | 208 | 1 | -1.1 | 3 | -10

Remaining list, next part
SMILES	MOR-DOR inv ag	PKA-R2B act	HTR5A ag ctr	Arr AP2 block	HTR5A inv ctr	DSG3 Ab inh	DAGLB inhibitor	OPRM1-OPRD1 ag	V-ATPase pHluor	PKA-R1A activ
O=C(CSCc1c(F)cccc1Cl)NNC(=S)NC1CCCCC1	-12	3	-1	-9	21	102	-1	2.4	0	0
CCN(CC)c1nc2c(c(=O)[nH]c(=O)n2C)n1CCOc1ccccc1	12	-2	-2	18	6	107	0	-2.4	-1	-2
NC(=O)c1oc2ccccc2c1NC(=O)CS(=O)(=O)c1ccccc1	5	-1	0	3	2	x	-1	-1.0	-3	6
CC(C)(C)C1c2[nH]c3ccccc3c2CCN1Cc1cccc(OCCO)c1 (configuration not stated)	-11	-6	-1	-7	2	109	-4	2.0	-3	1
CCn1cc(CN2CCC(n3nccc3NC(=O)Cc3ccccc3)CC2)cn1	13	10	-1	14	15	102	0	-2.6	-1	-16
COc1ccc(C(CCN(Cc2ccc(OC)c(OC)c2)C(=O)CCl)c2ccccc2)cc1 (configuration not stated)	-409	-14	44*	6	-33	110	9	91*	3	-12
COc1ccccc1CN1[C@@H](CC(=O)O)c2ccccc2S1(=O)=O	4	5	4	14	2	105	-3	-0.8	3	-1
CCC(=O)Nc1ccc(Oc2ccc(NC(=O)CC)c(NC(=O)CC)c2)cc1	10	-12	0	-56	-30	98	-2	-2.0	0	5
Cn1c(=O)c2c(nc(SCCNS(=O)(=O)c3ccccc3)n2C)n(C)c1=O	15	6	-2	9	-1	99	2	-3.1	-2	-10
Cc1cc(=O)n2c(n1)NC(Nc1cccc(C)c1C)=NC2c1ccccc1 (configuration not stated)	6	5	-3	5	-1	107	0	-1.3	-1	8
O=C(COc1ccccc1)Nc1ccc(-c2ccc(N3CCOCC3)nn2)cc1	0	-3	-7	-8	17	94	2	0.1	2	-7
COC(=O)c1ccc(OC)c(CSc2nnc(COc3cccc(C)c3)o2)c1	-4	-2	0	22	-6	92	-6	0.8	-3	-5
CC(=O)c1sc(NC(=O)c2cc(S(=O)(=O)N3CCOCC3)ccc2F)nc1C	6	-5	-12	-17	30	x	1	-1.4	-1	2
CN(c1ccccc1)C1CCCCC1NS(=O)(=O)c1ccc(Cl)cc1 (configuration not stated)	-35	7	-6	9	17	105	-12	6.8	0	5
COc1ccc(C(=O)O)nc1C	5	4	-2	5	8	95	-1	-1.0	0	-5
COc1cc(Br)cc(CN2CCN(C=O)CC2)c1O	13	3	2	13	-1	109	0	-2.4	0	-1
O=C(NC1CCSc2ccccc21)c1ccccc1F (configuration not stated)	12	-5	-1	25	-7	102	-1	-2.1	3	-3
O=C(Nc1ccccc1)c1ccc(-n2cnnn2)cc1	8	-6	2	25	-14	101	-2	-1.6	-2	-3
COc1ccc(C(=O)NCC(C)(C)N2CCOCC2)cc1S(=O)(=O)NCc1ccc(Cl)cc1	17	-12	0	9	1	99	3	-3.2	21*	-19
O=C(COC(=O)c1cc(Cl)nc2ccccc12)c1ccc(Cl)cc1	-9	-1	8	-7	-20	84	2	1.6	1	2
COCC(=O)N1CCCC(C(=O)c2ccc(C(F)(F)F)cc2)C1 (configuration not stated)	22	6	-1	24	3	115	-2	-4.5	1	-4
O=[N+]([O-])c1cccc(CSc2ncnc3ccccc23)c1	-11	-4	4	-19	-11	106	0	2.3	2	-6
CCOc1ccc(NC(=O)CCNc2c(N3CCCC3)c(=O)c2=O)cc1	5	-9	4	27	3	93	4	-1.0	3	3
Cc1ccc2c(c1)CCO[C@@]21O[C@H](CCO)C[C@H](O)[C@H]1O	x	5	x	x	x	99	1	x	-2	-6
O=C(CCc1ccccc1)Nc1cccnc1Cl	12	-2	4	-23	-18	112	1	-2.4	-3	-6
Carrying on:
SMILES	MOR-DOR inv ag	PKA-R2B act	HTR5A ag ctr	Arr AP2 block	HTR5A inv ctr	DSG3 Ab inh	DAGLB inhibitor	OPRM1-OPRD1 ag	V-ATPase pHluor	PKA-R1A activ
CCOc1ncccc1C(=O)OCc1ccc([N+](=O)[O-])cc1	4	-12	10	0	-5	99	-8	-0.7	-1	0
CC(Sc1nnc(-c2ccncc2)n1C)C(=O)NCC1CCCO1 (configuration not stated)	-3	3	0	-7	-1	111	2	0.5	0	3
CCCCCCCN1C2=NCCCN2c2ccccc21	9	-16	-2	-11	5	109	-1	-1.8	2	-3
COCc1ccc(CN2CCc3c([nH]c4ccccc34)C2C(C)(C)C)o1 (configuration not stated)	-32	-3	5	9	-4	107	1	5.8	3	8
CN(C)c1ccc(CNCCC(Cc2ccccc2)c2ccco2)cc1 (configuration not stated)	-70	1	0	1	5	106	-5	14	-1	2
CCOC(=O)CSc1nc(C(C)(C)C)cc(C(F)(F)F)c1C#N	-8	-5	4	0	-11	103	-1	1.4	3	-4
CCOC(=O)/C(C#N)=C/Nc1ccccc1NS(=O)(=O)c1cccc(C(C)=O)c1	10	8	-2	-7	8	102	1	-2.2	3	15
Cc1cnc(C(=O)Nc2cc(F)ccc2C)cn1	8	-4	-2	28	-49	96	-1	-1.6	3	7
O=C1CC(c2ccco2)CC2=C1C(c1ccccc1)n1nc(C(F)(F)F)nc1N2 (configuration not stated)	3	9	-1	18	9	104	0	-0.8	1	-10
O=C1NCCOC(=O)[C@H](Cc2ccc(F)cc2)C/C=C\C[C@@H]1CC(=O)N(CCO)Cc1ccccc1	1	-6	2	5	9	104	1	-0.2	0	4
Cc1ccccc1OCCn1cc(/C=C(\C#N)C(=O)NCc2ccco2)c2ccccc21	0	-6	-3	33	-16	125	-1	0.0	-1	-1
C=CCn1c(COc2ccc(Cl)cc2)nnc1SCC(=O)NCC(=O)OCC	12	0	2	-5	8	103	-1	-2.1	0	0
COc1ccc(S(=O)(=O)Nc2ccc3c(c2)C(=O)N([C@H](C)CO)C[C@H](C)[C@@H](CN(C)S(=O)(=O)c2cccs2)O3)cc1	6	-1	6	6	2	94	-1	-1.1	1	-11
COc1ccc(/C=C/C(=O)NC(=S)N2CCN(C)CC2)cc1	-8	-4	6	24	-17	115	-3	1.5	0	-6
Cc1cc(=O)[nH]c(/N=C(\N)Nc2ccc(Oc3ccccc3)cc2)n1	-4	-2	1	1	-2	85	3	0.8	2	-12
COc1cccc(Oc2coc3c(CN4CCOCC4)c(O)ccc3c2=O)c1	-6	-5	1	10	-4	103	0	1.2	0	-9
COc1ccc(N2CCN(C(=O)c3nn(C)c4c3CS(=O)(=O)c3ccccc3-4)CC2)cc1	7	1	0	-10	12	105	0	-1.4	0	7
Cn1cc(CCC(=O)NCc2cccc(Cl)c2)c2ccccc21	26	5	-1	29	2	103	-3	-5.5	-4	5
